TCR act – activates T cell receptor signaling. primary human leukocytes, anti-CD3, IL-2 HTRF, 48 h. Potency, µM (doses to about 9.22 µM), inactives show at the highest dose activation of IL-2 secretion, most hits filed as activators. 330,000 tested, under 10 active; also: % of control where 0% means no effect
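1) Mix primary human leukocytes, a-CD3 beads and compound. 2) Incubate 48 hr. 3) Add HTRF IL-2 reagents (a-IL-2-K, a-IL-2-d2).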
a7 integrin act – activators of alpha7 integrin expression for muscular dystrophy | Potency, µM (series often up to 38.3 µM), for inactives: at the top dose activation, most hits filed as activators | alpha7betagal myoblasts, beta-gal FDG fluorescence, 48 h | 350,000 tested, 0.064% active;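 also: potency is read from the fitted curve at half-maximal effect; 100% = response of the positive control SU9516; nearly all actives have a fitted effect of over 60% in size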
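alpha7betagal+/- myoblasts (passage 13, 250/well) treated 48 h at 37C with compounds at 1:260 dilution of DMSO stock. Lysed, then beta-galactosidase activity read as FDG fluorescence (ex 480/em 540) after 30 min, with pre-read for autofluorescence.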
TSHR antagonist – human thyrotropin receptor antagonism | 330,000 tested, 0.2% active | TSHR-expressing cells, TSH-stimulated cAMP HTRF, 2 h; hits give low values | AID 504810 | activity change, negative = inhibition, % at 11.5 µM;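 active = activity change below a set negative limit, meaning inhibition stronger than a set level, cut at about -70% in these data; inconclusive = activity change between two set negative limits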; also: % is scaled to controls: 0 for no effect and ±100 for the full control effect
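Antagonism was scored as loss of TSH-driven cAMP in TSHR cells, stimulated with 4nM TSH (EC80) for 2 hours at 37 deg C and detected by homogeneous HTRF competition immunoassay.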
Eya2 inh – inhibitors of human Eya2 phosphatase activity; O00167; recombinant Eya2, OMFP fluorescence dephosphorylation (OMFP is methylfluorescein phosphate); Potency, µM (highest dose often 76.9 µM), for the others: top-dose activity, negative = inhibition, most hits filed as inhibitors; 330,000 tested, 0.006% active; also: potency is read from the fitted curve at half-maximal effect; % is scaled to controls: 0 for no effect and ±100 for the full control effect
Target sequence (O00167 whole entry, looked up): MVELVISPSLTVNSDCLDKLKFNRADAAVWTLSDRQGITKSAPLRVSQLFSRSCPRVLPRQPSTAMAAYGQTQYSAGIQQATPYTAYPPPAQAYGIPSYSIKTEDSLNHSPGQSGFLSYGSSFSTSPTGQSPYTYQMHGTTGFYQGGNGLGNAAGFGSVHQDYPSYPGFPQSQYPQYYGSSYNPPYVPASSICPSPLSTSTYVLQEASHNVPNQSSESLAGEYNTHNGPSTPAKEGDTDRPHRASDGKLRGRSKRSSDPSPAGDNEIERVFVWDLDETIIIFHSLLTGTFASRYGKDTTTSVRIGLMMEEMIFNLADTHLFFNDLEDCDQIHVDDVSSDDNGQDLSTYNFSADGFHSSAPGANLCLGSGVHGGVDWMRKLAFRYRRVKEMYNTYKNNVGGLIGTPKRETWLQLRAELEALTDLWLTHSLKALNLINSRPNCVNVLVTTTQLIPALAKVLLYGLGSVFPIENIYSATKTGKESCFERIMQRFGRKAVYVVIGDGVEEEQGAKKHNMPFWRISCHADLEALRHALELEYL
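Eya2 (0.2 uM) preincubated 10 min at ambient with compound, then OMFP substrate added at 50 uM; 10 min reaction in 50 mM HEPES pH 7.5, 50 mM NaCl, 5 uM MgCl2, 0.05% BSA, 1 mM DTT. Fluorescence read at Ex 485/Em 525 nm.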
TSG101-PTAP inh – blocks PTAP/TSG101 interaction to inhibit HIV-1 budding. AID 493005. Q99816. Fluorescence polarization, FITC-PTAP peptide / Tsg101 binding. Potency, µM (doses to about 115 µM), for the others: top-dose activity change, negative = inhibition, hits mostly inhibitors. 340,000 tested, under 10 active; active = well fitted inhibition curve with a large enough effect in the main read-out, with a control signal flat, not every such curve was filed as active; inconclusive = small, poorly fitted or top-dose-only effect, or effect the other way, or a change in a side signal; inactive = no such curve, though single readings can be large or run the other way; also: potency is read from the fitted curve at half-maximal effect; % of control where 0% means no effect
Target sequence (Q99816 whole entry, looked up): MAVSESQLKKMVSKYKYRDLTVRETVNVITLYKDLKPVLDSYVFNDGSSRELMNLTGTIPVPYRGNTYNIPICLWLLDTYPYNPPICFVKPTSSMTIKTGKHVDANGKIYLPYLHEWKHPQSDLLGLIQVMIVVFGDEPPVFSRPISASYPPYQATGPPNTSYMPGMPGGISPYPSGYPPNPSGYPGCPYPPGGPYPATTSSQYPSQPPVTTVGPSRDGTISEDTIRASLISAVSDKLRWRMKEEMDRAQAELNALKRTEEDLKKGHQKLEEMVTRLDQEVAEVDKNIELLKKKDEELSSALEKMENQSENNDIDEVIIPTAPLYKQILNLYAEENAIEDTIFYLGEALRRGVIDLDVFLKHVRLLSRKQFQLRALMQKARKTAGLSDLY
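Tsg101 binding domain (10 uM final) was mixed with compound and a FITC-labeled PTAP peptide (50 nM final) in HEPES pH 7.5 buffer with NaCl, Tween 20, EDTA and TCEP; fluorescence polarization was read after 20 min at r.t.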
Mito fusion yeast – blocks mitochondrial division or promotes mitochondrial fusion | S. cerevisiae fusion-defective mutant growth rescue, CellTiterGlo 48 h | Potency, µM (titrated, usually from 46.1 µM), for the others: top-dose growth rescue (activation), hits mostly activators | 320,000 tested, 0.23% active | AID 485298;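 also: potency is read from the fitted curve at half-maximal effect; % of control where 0% means no effect; nearly all actives have a fitted effect of over 45% in size; temperature-sensitive fusion mutants such as fzo1-1 at 37 °C on non-fermentable ethanol glycerol medium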
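Read-out: ATP-based luminescence (CellTiterGlo, 10 min ambient) reporting growth of fusion-defective ts yeast after 48 hours at 37C on glycerol/ethanol YPEG medium in the presence of compound.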
BCR signal inh – chronic active BCR signaling inhibition. 340,000 tested, 0.05% active. ABC-DLBCL IkBa-CBG/CBR reporter, luminescence ratio, 4 h. AID 493014. Potency, µM (top dose mostly 46.1 µM), for inactives: top-dose ratio change, negative = lower green/red ratio, hits mostly inhibitors; active = well fitted inhibition curve with a large enough effect in the signal ratio, with a control signal flat, not every such curve was filed as active; inconclusive = small, poorly fitted or top-dose-only effect, or effect the other way, or a change in a side signal; the % refers to the signal ratio;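 also: potency is read from the fitted curve at half-maximal effect; plate controls were basal doxycycline-induced cells for no effect and cells given 10 µM MG132 for full effect; MG132 reads +100%, hits lower the ratio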
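TMD8 ABC-DLBCL cells carrying doxycycline-inducible green luciferase fused to IkappaBalpha plus unfused red luciferase were exposed to compounds (up to 46 uM) for 4 hrs at 37C. Activity came from the overlap-corrected green/red luminescence ratio.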
ASM inhibitor – blocks human secretory acid sphingomyelinase; placental ASM, HMU-PC fluorogenic substrate, 60 min; 340,000 tested, 0.006% active; Potency, µM (doses to about 57.5 µM), for the others: at the top dose activity change, negative = inhibition, actives largely listed as inhibitors; AID 504937; P17405; also: potency is read from the fitted curve at half-maximal effect
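Human placenta-derived ASM preincubated with compound 10 min at room temperature, then reacted with 9 uM (final) fluorogenic HMU-PC substrate for 60 min at 37 C. Stop solution raises pH to 10; fluorescence read at Ex 386/Em 447 nm.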
Tb PFK block – T. brucei PFK enzyme inhibition | Potency, µM (top dose mostly 57.5 µM), for the others: at the highest dose activity, negative = inhibition, hits mostly inhibitors | T. brucei PFK, ADP-Glo luminescence | 330,000 tested, 0.17% active | AID 485367 | O15648;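 also: potency is read from the fitted curve at half-maximal effect; 0% = uninhibited 1x PFK enzyme wells and -100% = no-enzyme wells; nearly all actives have a fitted effect of over 60% in size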
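Luminescent ADP detection (ADP-Glo, two-step: ATP depletion then ADP-to-ATP conversion for luciferase) reported PFK activity after 45 min room-temperature reaction of 1.25 nM enzyme with 0.5 mM F6P and 0.1 mM ATP at pH 8.0.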
ELG1 DNA repair – blocks ELG1-dependent DNA repair in HEK293T cells | 330,000 tested, 2.3% active | Potency, µM (highest dose often 46.1 µM), for the others: at the top dose activity change, negative = inhibition, actives largely listed as inhibitors | HEK293T ELG1-luciferase reporter, luminescence, 16 h; DNA damage induced by 5-fluorouridine; also: potency is read from the fitted curve at half-maximal effect; % is scaled to controls: 0 for no effect and ±100 for the full control effect; nearly all actives have a fitted effect of over 55% in size
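5-Fluorouridine DNA damage + compound/DMSO, 2,000 cells/well, 16 h, 37 °C/5% CO2. ONE-Glo, 30 min RT, luminescence. Readout = decrease in reporter signal.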
AT treatment – candidate therapy for ataxia-telangiectasia. […] A-T fibroblasts, KAP-1 phosphorylation AlphaLISA; neocarzinostatin DNA damage 30 min before lysis. 320,000 tested, 0.19% active. AID 485349. Potency, µM (highest dose often 57.5 µM), for inactives: at the top dose activation, hits mostly activators; also: potency is read from the fitted curve at half-maximal effect; % of control where 0% means no effect; nearly all actives have a fitted effect of over 45% in size
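ATM-like activity read as KAP-1 phosphorylation via AlphaLISA donor/acceptor antibody pairs after lysis and 6 hr at 25C. Cells were ATM-null patient fibroblasts ([…], hTERT), dosed 60 min, then exposed to the DSB inducer NCS for 30 min.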
* hit, by the source's call; ? = inconclusive; . = no result given; [ ] = another dose, or the depositor's remark. Unless noted, calls follow the shape of the dose curve; as a rule, active = well fitted curve in the direction sought with a large enough effect; inconclusive = small, poorly fitted or top-dose-only effect, or another doubt; inactive = no such curve, though single readings can be large; an effect the other way counts as inactive or inconclusive.

SMILES | TCR act | a7 integrin act | TSHR antagonist | Eya2 inh | TSG101-PTAP inh | Mito fusion yeast | BCR signal inh | ASM inhibitor | Tb PFK block | ELG1 DNA repair | AT treatment
COC(=O)c1ccc(CSc2nnc(CNC(=O)c3ccc(OC)cc3)o2)o1 | . | 4% | 8 | -3% | -8% | -2% | 0% | 1% | -5% | 1% | 2%
COCc1n[nH]c(=S)n1-c1cccc2ccccc12 | 5% | -5% | -5 | 2% | -4% | 3% | 2% | 3% | -12% | 0% | -1%
CC(C)c1ccc(N(C(=O)c2csnn2)C(C(=O)NC(C)(C)C)c2ccncc2)cc1 (configuration not stated) | -5% | -42% | 10 | -7% | -3% | 0% | -1% | 3% | -3% | ? | 3%
COc1cccc(S(=O)(=O)N2CCN(C(=O)c3ccco3)CC2)c1 | -4% | -30% | -6 | 5% | 1% | -1% | 1% | 4% | 2% | ? | 1%
CC(=O)CCc1oc2ccc(C)cc2c1-c1ccccc1 | -3% | -21% | -11 | -24% | 21% | -1% | -1% | -7% | 0% | -19% | 8%
Cc1cccc(C(=O)NC(NCCc2ccccc2)C(Cl)(Cl)Cl)c1 (configuration not stated) | -3% | -1% | 6 | 16% | -3% | 5% | ? | -12% | -4% | -22% | 18%
O=C1OCC/C1=C\c1ccc(O)cc1 | -8% | 7% | 4 | 0% | -7% | 5% | -3% | 13% | 0% | 3% | -2%
Cc1cc(NC(=O)CCC(=O)N(CC(=O)NCC2CCCO2)c2ccccc2C)no1 (configuration not stated) | 6%[46.1 µM] | -6% | 5 | 5% | -6% | -4% | 16% | 2% | 3% | 0% | -2%
O=C(O)c1cc(S(=O)(=O)N2CCCc3ccccc32)ccc1Cl | 10% | 17% | 13 | -6% | -10% | -9% | -2% | 3% | 5% | 9% | 0%
O=C(Nc1cccc(C(=O)N2CCOCC2)c1)c1ncn[nH]1 | -2% | -18% | 1 | -7% | -4% | 5% | ? | -2% | -7% | -1% | 1%
CC(=O)Nc1cccc(OCCCOc2ccc([N+](=O)[O-])cc2)c1 | 5% | -7% | -15 | 5% | -2% | 3% | ? | -1% | 5% | -26% | 0%
Cc1ccc2nc(N(CCCN(C)C)C(=O)c3ccc(S(=O)(=O)N4CCCCCC4)cc3)sc2c1 | -4% | -1% | 4 | -8% | 0% | -16% | ? | -4% | 4% | ? | 6%
Cc1cc(C)c(NC(=O)COc2nncc3ccccc23)c(C)c1 | 4%[46.1 µM] | 10% | 8 | 9% | -1% | -10% | 5% | -2% | 2% | 8% | 20%
Cc1nn(C)cc1S(=O)(=O)Nc1ccc(F)c(F)c1 | -3% | -27% | 1 | 5% | -4% | 2% | 3% | 1% | -1% | 1% | 16%
COc1ccc(OC)c(C2C(C#N)=C(N)Oc3cc(N)ccc32)c1 (configuration not stated) | -5% | -16% | 4 | 2% | -3% | -5% | 3% | 12% | 3% | -22% | -2%
CC(C)OC(=O)CC(NC(=O)OC(C)(C)C)c1ccccc1 (configuration not stated) | 2% | 12% | 7 | 0% | -1% | 4% | 4% | 2% | -4% | 12% | 4%
CCC(C)Sc1ccc(-c2nc3cc(C)ccn3c2NC2CCCCC2)cc1 (configuration not stated) | -6% | -38% | -12 | -12% | 6% | . | 2% | 397%[activator] | 1% | 4% | ?
CCOC(=O)[C@@H]1[C@H]2COc3cc(OC)ccc3[C@@H]2N2C(=O)N(c3cccc(C)c3)C(=O)[C@]12C | -1% | 16% | -2 | -7% | -1% | . | ? | -1% | 2% | ? | 2%
CN(Cc1cccs1)C(=O)c1cc(S(=O)(=O)N2CCOCC2)ccc1F | . | 7% | -4 | 10% | -7% | 1% | -1% | -1% | 0% | 1% | 17%
CNC(=O)c1cc2c(cn1)[nH]c1ccccc12 | -5% | . | -12 | 1% | 0% | ? | . | -1% | . | . | .
COc1ccccc1-c1coc2c(CN3CCCC(C)C3)c(O)ccc2c1=O (configuration not stated) | 12% | -9% | -17 | 5% | -5% | -4% | 1% | 210%[activator] | 14% | 17% | 26%
COC(=O)C1=C(C)N(C)C(C)=C(C(=O)OC)C1c1cccc(Br)c1 | -4% | 2% | -3 | -4% | -4% | 9% | -7% | -21% | 3% | 10% | 9%
Cc1nc(Sc2ccc(Br)cc2)c(C#N)c(C)c1[N+](=O)[O-] | -10% | -17% | 19 | 3% | 0% | -3% | 11% | -6% | 0% | -5% | 25%
Cc1c(-c2ccc(Br)cc2)[n+](=O)c2c(n1[O-])CCCC2 | 5% | 16% | -3 | 8% | -3% | 0% | 0% | 7% | -2% | 2% | -1%
CC1CCN(S(=O)(=O)c2ccc3[nH]c(=O)[nH]c3c2)CC1 | 0% | 8% | -6 | 3% | 0% | -4% | -2% | 5% | 2% | 22% | 1%

For reference, part of the list above:
SMILES | TCR act | a7 integrin act | TSHR antagonist | Eya2 inh | TSG101-PTAP inh | Mito fusion yeast | BCR signal inh | ASM inhibitor | Tb PFK block | ELG1 DNA repair | AT treatment
CCC(C)Sc1ccc(-c2nc3cc(C)ccn3c2NC2CCCCC2)cc1 (configuration not stated) | -6% | -38% | -12 | -12% | 6% | . | 2% | 397%[activator] | 1% | 4% | ?
CCOC(=O)[C@@H]1[C@H]2COc3cc(OC)ccc3[C@@H]2N2C(=O)N(c3cccc(C)c3)C(=O)[C@]12C | -1% | 16% | -2 | -7% | -1% | . | ? | -1% | 2% | ? | 2%
CN(Cc1cccs1)C(=O)c1cc(S(=O)(=O)N2CCOCC2)ccc1F | . | 7% | -4 | 10% | -7% | 1% | -1% | -1% | 0% | 1% | 17%
CNC(=O)c1cc2c(cn1)[nH]c1ccccc12 | -5% | . | -12 | 1% | 0% | ? | . | -1% | . | . | .
COc1ccccc1-c1coc2c(CN3CCCC(C)C3)c(O)ccc2c1=O (configuration not stated) | 12% | -9% | -17 | 5% | -5% | -4% | 1% | 210%[activator] | 14% | 17% | 26%

Next section:
SMILES | TCR act | a7 integrin act | TSHR antagonist | Eya2 inh | TSG101-PTAP inh | Mito fusion yeast | BCR signal inh | ASM inhibitor | Tb PFK block | ELG1 DNA repair | AT treatment
O=c1cc(O)c2c(=O)n(-c3ccccc3)c3c(c2o1)CCCCC3 | -13%[46.1 µM] | -7% | -9 | 0% | -1% | -1% | 1% | 3% | -5% | 5% | 4%
CCN1/C(=C/c2ccc3ccc(C)cc3[n+]2CC)Sc2ccccc21 | 3%[46.1 µM] | -54%[inhibitor] | -25 | ? | 0% | -7% | ? | -3% | 0% | 0% | 2%
O=C(CC1C(=O)NCCN1C(=O)Nc1ccc(F)cc1)Nc1ccc(F)cc1 (configuration not stated) | -127% | 2% | -1 | 0% | 0% | 2% | 1% | -4% | 0% | ? | -9%
CN(C)S(=O)(=O)c1cc(NC(=O)c2ccc(-n3ccnc3)c([N+](=O)[O-])c2)ccc1Cl | 1% | -38% | -13 | -2% | -8% | -3% | 3% | -5% | 0% | ? | -2%
CN(C(=O)COc1ncnc2c1cnn2-c1ccccc1)C1CCCCC1 | . | -6% | 2 | 3% | 2% | 0% | 2% | 3% | -2% | ? | 1%
S=c1[nH]nc(-c2ccc(Br)cc2)n1Cc1ccco1 | -7% | 13% | -12 | 7% | -9% | 20% | 4% | -12% | -19% | 11% | 1%
Cc1ccc(CS(=O)(=O)CC(C)(O)c2ccccc2)cc1 (configuration not stated) | -17% | -3% | 0 | 1% | -6% | 9% | 4% | 1% | -7% | ? | 37%
CC(C)CNC(=O)COc1ncnc2ccccc12 | -5% | 27% | 2 | -16% | 0% | 0% | 2% | 2% | -5% | 8% | 0%
Cc1ccc2nc(N3CC(C)OC(C)C3)nc(-c3ccccc3)c2c1 (configuration not stated) | -5% | 14% | 15 | -4% | -3% | 3% | 4% | 387%[activator] | -5% | 0% | 14%
CCN1CCN(CCNC(=O)c2ccc(CS(=O)(=O)c3c(Cl)cccc3Cl)o2)CC1 | -4% | -19% | -8 | 5% | -3% | 3% | 2% | -1% | 2% | 7% | 34%
